Screens: PubChem, several laboratories
T cell HTS – T cell immune modulation candidate | 2C CD8+ T cell-vesicle binding, flow cytometry; active compounds read low | calls only at 7 µM | 0.068% of 330,000 active;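 active means response, share of CD8 T cells binding vesicles, and their 90th percentile fluorescence all below set limits, cut at about 80% in these data, passing the limit was not always enough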
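Incubation: binding step 1.5 h, 37 °C, antibody labelling 20 min, ice; system: murine 2C transgenic CD8+ T lymphocytes; technique: cytometric PE anti-B7-1 and Alexa647 anti-CD8 signals after 1% paraformaldehyde fixation; also added: QL9-charged Drosophila Ld/ICAM-1/B7-1 vesicles; control set: naked versus QL9-loaded vesicles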
MT stabilize HCS – microtubule stabilizers in HeLa cells | HeLa tubulin immunostaining HCS, 24 h; share of cells brighter than vehicle mean+2SD | % tubulin-high responders, % at 10 µM | 0.83% of 200,000 active | AID 2205;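 active means plate Z-score above 3 for both tubulin-high and condensed-nucleus cell shares, with cell loss under 80%, at 10 µM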;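 further: anti alpha tubulin signal scored within the nucleus-defined area of each cell; some results filed as inactive read as strong as hits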
Autophagy mod – alters autophagy in cells. 0.98% of 190,000 active. MEF GFP-LC3 puncta imaging; test concentration mostly 10 µM. AID 463193. calls only at 10 µM (by protocol);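 active means percentage of spot-positive cells more than 3 SD above its plate mean, without a fluorescence outlier flag or 80% toxicity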;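 further: spot-positive cell cutoff set from DMSO-treated cells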
Lipid droplet – hepatic lipid droplet formation modulation. AML12 mouse hepatocytes, oleate lipid droplets, BODIPY imaging. 0.4% of 240,000 active. inhibition, % at 6.5 µM;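 active means lipid droplet intensity inhibited by at least 50%, with more than 500 cells counted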
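Assay system: AML12 hepatocytes (mouse); Probe or stimulus: oleic acid at 100 µM to induce lipid droplet formation; Dosing: compound at 6.5 µM only; Schedule: compound with oleate, overnight; Detection: fluorescence imaging, 20x objective, two fields per well; Measure: % inhibition of lipid droplet signal.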
CSM14.1 death rescue – rescue of cells from ER stress-induced death, primary screen, 384-well, CSM14.1, thapsigargin, ATP luminescence (AID 1222). CSM14.1 thapsigargin-induced death rescue, ATP luminescence; higher % means a stronger effect. cellular ATP content (survival), % at 20 µM, or EC50 in µM where a hit was titrated. 190,000 tested, under 10 active;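 active means EC50 below 50 µM in the dose-response confirmation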;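 further: death triggered by thapsigargin at about 15 µM added after 2 h compound pretreatment; cell ATP read after overnight thapsigargin exposure of roughly 18 to 22 hours; normalized against plate controls of thapsigargin alone and 5% DMSO vehicle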
Salmonella PhoP GFP – inhibitors of PhoP regulon expression, primary screen, Salmonella Typhimurium, GFP reporter (AID 1863). S. Typhimurium PhoP-regulated promoter GFP reporter, 4 h; higher % means a stronger effect. inhibition, % at 50 µM; hits with a dose series show IC50 in µM. 0.16% of 300,000 active;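 active means inhibition over 29.93%, a cutoff 3 SD above the screen mean, later confirmed by dose response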;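 further: 0% = low Mg2+ inducing control and 100% = high Mg2+ repressing control; strong numbers were not always called active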
bCat nuc transl – beta-catenin nuclear translocation modulation; HeLa beta-catenin nuclear translocation, immunofluorescence imaging; nuclear translocation activity, % at 5 µM; 0.3% of 190,000 active;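 active means nuclear translocation activity above 50% at 5 µM, with a well cell count of 50 or more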;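 further: per-cell ratio of nuclear to cytoplasmic median beta-catenin stain intensity; plate controls were DMSO negative control for no effect and GSK-3 inhibitor IX positive control for full effect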
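Test system: HeLa cells, endogenous beta-catenin; Compound: single 5 µM dose plus 0.02–20 µM confirmation series; Times: compound exposure 24 h at 37°C; Signal: fluorescence imaging of beta-catenin antibody stain plus DAPI; Read-out: % activation, nuclear-to-cytoplasmic median beta-catenin signal ratio per cell.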
Insulin prom up – MIN6 insulin promoter up-regulation; MIN6 insulin promoter-GFP reporter, high-content imaging; active compounds read high; 0.3% of 190,000 active; z-score at 5 µM;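 active means z-score above 3 at 5 µM with at least 500 cells counted in the well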
Dynein transport – dynein cargo transport inhibition | z-score, hits read low | 0.47% of 220,000 active | 3617.4 mouse cells, GR-EGFP nuclear translocation imaging; test concentration mostly 20 µM; stimulated with dexamethasone, 1 µM; active compounds read low;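 active means plate z-score of nuclear minus cytoplasmic receptor signal below a set negative limit, without overly bright fluorescence or cell loss, cut at about -3.5 in these data, passing the limit was not always enough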;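 further: z-score of nuclear minus cytoplasmic ring GR-EGFP intensity difference per well; some compounds called inactive have numbers as strong as hits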
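Schedule: 48 h induction, then 1 h compound, then 30 min agonist, 37 °C. Buffer or medium: tetracycline-free induction medium containing charcoal-stripped FBS. Reagent: 1.0 µM final dexamethasone stimulus. Evaluation: nuclear versus cytoplasmic GR-EGFP signal, averaged per well. Signal: high-content fluorescence imaging after fixation.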
Dynein transport cytoplasmic EGFP – second read-out of Dynein transport, no call of its own (marks repeat the call); z-score; measured here: cytoplasmic GR-EGFP intensity; active compounds read high
Dynein transport nuclear GR-EGFP – recorded beside Dynein transport, whose call it bears; z-score; measured here: nuclear GR-EGFP intensity;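 lower value marks the stronger effect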
Dynein transport cell count – second read-out of Dynein transport, no call of its own (marks repeat the call); z-score; measured here: cell count per field
Insulin prom up cell count – further read-out of Insulin prom up, marked with its call; cell count; measured here: cytotoxicity, nuclei count;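 total cells summed across four imaged fields per well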
Lipid droplet cells 6.5 µM – also measured in Lipid droplet; calls as there; cell count; measured here: cell count, cytotoxicity flag;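 cells counted across two imaged fields per well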
bCat nuc transl cell count 5 µM – recorded beside bCat nuc transl, whose call it bears; cell count; measured here: cell count, cytotoxicity flag
T cell HTS vesicle-bound % – second read-out of T cell HTS, no call of its own (marks repeat the call); double positive events, %; measured here: CD8+ vesicle-bound cell fraction;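 binding gate set so that unloaded-vesicle control wells show 10% double positive cells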
MT stabilize HCS Hoechst-high % – second read-out of MT stabilize HCS, no call of its own (marks repeat the call); % Hoechst-high responders; measured here: nuclear condensation Hoechst responders;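 share of cells brighter than vehicle mean plus two SD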
MT stabilize HCS cytotoxicity % – recorded beside MT stabilize HCS, whose call it bears; toxicity, %; measured here: cytotoxicity by cell density;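 0% = mean cell density of plate MIN control wells and 100% = no cells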
Autophagy mod cell loss 18 h – recorded beside Autophagy mod, whose call it bears; toxicity, %; measured here: cell loss, nuclei count;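 cell loss after 18 h compound exposure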
* marks the source's active call; other numbers are inactive results; i = inactive; . = not tested or not shown. The order is random; overall some 3% were active at least once.

SMILES	T cell HTS	T cell HTS vesicle-bound %	MT stabilize HCS	MT stabilize HCS Hoechst-high %	MT stabilize HCS cytotoxicity %	Autophagy mod	Autophagy mod cell loss 18 h	Lipid droplet	Lipid droplet cells 6.5 µM	CSM14.1 death rescue	Salmonella PhoP GFP	bCat nuc transl	bCat nuc transl cell count 5 µM	Insulin prom up	Insulin prom up cell count	Dynein transport	Dynein transport cytoplasmic EGFP	Dynein transport nuclear GR-EGFP	Dynein transport cell count
Cc1ccc(S(=O)(=O)NCC(=O)OCC(=O)NC(=O)NC2CCCC2)cc1	i	17	8.2	1.3	4.4	i	1	-9	672	1.8%	-3%	-2.0	1000	.	.	0.86	-0.35	-0.013	0.26
Cc1sc(NC(=O)c2ccco2)c(CN2CCN(c3ccccn3)CC2)c1C	i	31	5.9	3.4	3.3	i	-15	.	.	-2.9%	18%	8.2	1396	-3	800	-0.23	-0.31	0.22	0.48
O=C(Cc1ccc(Cl)cc1)Nc1ccccc1CO	i	36	2.4	0.2	18	i	-5	2	618	-1.1%	-10%	-2.0	1091	0.38	1966	1.5	-0.1	0.94	-0.77
CC(C)(C)c1ccc(C(=O)Nc2cnccn2)cc1	i	58	3.0	2.8	2.5	i	-12	0	716	-3.1%	8%	-1.8	1121	-1	1233	-0.044	-0.23	0.025	0.44
COCCN(CCOC)C(=O)COC(=O)c1ccc(Cl)c(S(=O)(=O)N(C)c2ccccc2)c1	i	46	3.5	2.4	7.3	i	41	-14	736	-0.1%	4%	-0.6	1038	0.03	1287	0.21	-0.25	0.23	-0.17
Cc1ccc(CN(Cc2cccnc2)C(=S)Nc2cccc(Cl)c2C)cc1	i	27	3.1	3.0	4.1	i	8	-12	710	0.6%	0%	3.3	1026	-0.72	1210	-1.1	-0.34	-0.16	0.88
O=C(Cn1cnc2c(nnn2Cc2ccccc2F)c1=O)N1CCN(c2ccccc2)CC1	.	.	3.9	2.2	6.7	i	-2	3	694	-0.8%	2%	-0.4	1284	-0.28	1098	-0.46	-0.24	-0.57	0.51
O=S1(=O)CC=C(CSc2nc3ccccc3[nH]2)C1	i	16	1.8	1.4	8.2	i	-7	.	.	2.9%	-2%	-4.8	982	0.54	1080	0.03	-0.2	-0.18	0.35
Cc1c(/C=N/NC(=O)c2ccc3c(c2)OCO3)cnn1C	i	23	2.5	2.5	5.2	i	5	.	.	-0.8%	-6%	2.8	1365	0.5	1514	-1.6	-0.19	-0.24	1.5
Cc1ccc(S(=O)(=O)NCCSc2nnnn2C)cc1	i	18	4.0	3.6	1.3	i	6	.	.	-3.4%	-2%	.	.	.	.	-1.1	-0.056	-0.38	1
N#CCc1nc2ccc(S(=O)(=O)N3CCOCC3)cc2s1	i	55	.	.	.	.	.	-15	713	.	-5%	0.5	1308	0.54	1103	-0.077	0.092	0.12	-0.18
CNc1nnc(-c2ccc(C)cc2)c2ccccc12	i	57	2.6	2.3	5.3	i	11	7	673	4.8%	11%	2.2	1012	0.21	1332	-0.53	-0.18	-0.39	0.74
CC(C)(C)NC(=O)C(=O)NN=C1CCCCCCCCCCC1	i	3	3.8	1.8	2.9	i	2	4	788	-2.2%	-1%	-1.3	1025	1.1	1179	-0.51	-0.28	-0.16	0.48
Cc1csc(NC(=O)CSc2nnc(C)n2Cc2ccco2)n1	i	50	1.8	1.1	5.1	i	9	.	.	0.8%	4%	-2.0	939	1.1	1288	-0.11	-0.23	-0.074	0.88
CN1CCc2cccc3c2[C@@H]1Cc1ccc(O)c(O)c1-3	i	21	2.4	3.0	14	i	5	5	644	-2.9%	0%	.	.	.	.	-3.2	0.086	-0.8	0.97
N#CCCS(=O)(=O)c1nnnn1-c1ccccc1	i	46	4.1	1.2	1.7	i	-1	.	.	2.2%	.	-3.2	922	-0.38	1689	-5*	2.1*	-2.2*	-0.69*
Nc1c(C(=O)N/N=C/c2ccc(Cl)cc2)cnn1-c1ccccc1	i	12	.	.	.	.	.	-18	726	.	-7%	-0.4	1326	-0.2	1054	-0.45	-0.26	0.62	-0.2
CCOC(=O)C1CCN(C(=O)c2cn(C)c(=O)c3cc(OC)c(OC)cc23)CC1	i	43	2.4	0.4	17	i	1	0	678	-2.2%	-1%	-0.6	539	-1.1	1269	0.6	0.3	0.79	0.96
Cc1cccnc1NC(=O)C1c2ccccc2Oc2ccccc21	i	42	1.7	2.9	6.3	i	-7	-32	725	-0.7%	-5%	2.4	422	0.41	1209	-0.32	-0.3	-0.19	0.24
CN(C)S(=O)(=O)c1ccc(C(=O)NCC(=O)N/N=C/c2cccs2)cc1	i	36	1.3	3.3	2.7	i	3	4	674	-0.8%	0%	-3.1	1038	0.65	1630	0.72	-0.045	0.85	-0.84
CCSc1ccc2cc(OC)ccc2[n+]1CC	.	.	4.5	2.7	8.2	i	9	-30	677	1.4%	-7%	0.1	1056	0.17	1165	0.86	-0.24	0.47	-0.27
O=Cc1cccn1-c1ccc2ccccc2c1	i	37	3.8	2.1	3.6	i	-20	-10	648	-0.8%	3%	8.9	780	-0.08	1549	0.53	-0.16	0.5	-0.012
COc1ccccc1NC(=O)CC(NC1CCCCC1)C(=O)O (stereo unspecified)	i	53	5.5	2.0	8.6	i	22	-5	607	-0.7%	16%	0.4	971	-0.46	1412	0.23	-0.24	0.26	0.27
CC(=O)/C(C(=N)N1CCN(C(c2ccccc2)c2ccccc2)CC1)=C(\C)O	i	38	2.4	1.5	6.3	i	-19	.	.	1.7%	-9%	-1.2	1013	-0.4	1114	-0.24	-0.21	-0.13	0.82
Cc1ccc2[nH]c(=O)c(CN(Cc3cccs3)C(=S)NCC3CCCO3)cc2c1 (stereo unspecified)	i	27	1.5	1.7	2.5	i	19	-3	500	-0.5%	-6%	5.8	995	-0.3	1474	0.11	-0.2	0.13	0.58
Cc1ccccc1NC(=O)C1(NC(=O)c2cccc(N3C(=O)CSC3c3ccccc3)c2)CCCCC1 (stereo unspecified)	i	28	2.7	2.4	7.4	i	0	0	729	2.1%	16%	2.6	1058	0.43	1194	0.41	-0.22	0.31	0.33
Cc1cccc(CCN(CC(=O)NC2CCCCC2)C(=O)c2csnn2)c1	i	64	3.3	1.9	5.9	i	-6	-5	702	-0.2%	-5%	0.5	1595	0.18	1502	0.86	-0.34	0.53	-0.19
Cc1ccccc1/C(N)=N/O	i	34	4.3	1.1	9.5	i	13	-21	597	-3.3%	10%	-0.3	926	0.24	2119	-0.12	-0.15	-0.032	-0.53
CC(C)(C)n1nnnc1C(c1cccnc1)N1CCN(c2cccc(C(F)(F)F)c2)CC1 (stereo unspecified)	i	30	3.1	2.3	7.0	i	-4	-6	710	-2.0%	-4%	-1.0	1196	-1	806	-0.3	-0.26	-0.15	1.4
Cc1cc(C)n2nc(SCc3nnc(-c4cccs4)o3)nc2n1	i	38	2.1	1.7	3.6	i	4	21	677	0.8%	3%	-1.7	1096	1.6	1364	-0.66	-0.19	-0.39	0.46
Cc1sc2nc3ccc(N4CCCCC4)nn3c(=O)c2c1C	i	8	2.9	1.7	2.2	i	-6	.	.	-3.2%	-8%	-7.3	885	0.46	1375	-0.42	-0.21	-0.17	0.88
Cc1noc(NS(=O)(=O)c2ccc(NC(=O)c3ccc(N4C(=O)c5ccccc5C4=O)cc3)cc2)c1C	i	46	1.6	1.5	2.6	i	8	15	666	1.0%	3%	-0.9	1074	-0.26	1428	-0.71	-0.13	-0.65	0.31
Cc1ccc(S(=O)(=O)Nc2cc(-c3nn(C)c(=O)c4ccccc34)ccc2N2CCOCC2)cc1	i	32	5.6	4.1	0.4	i	-6	5	734	4.7%	1%	-0.9	1144	0.14	718	-1.1	1.4	-0.18	0.23
Cc1ccc(N2C(=O)C(CN3CCOCC3)C2c2ccccc2)cc1 (stereo unspecified)	i	36	2.5	2.8	10	i	-5	4	696	.	-4%	-0.1	1123	0.22	1216	-1.4	-0.34	-0.71	1.4
Clc1ccc(OCCn2cnc(Cl)c2Cl)cc1	i	7	.	.	.	.	.	-8	789	.	-3%	-0.1	1302	0.02	1111	0.039	-0.29	0.5	-0.16
